# Assay outcomes deposited in PubChem BioAssay by several laboratories.
# BioA inh – blocks M. tuberculosis BioA enzyme activity | purified M. tuberculosis BioA enzyme, plate reader | inhibition, % at 9.99 µM | actives 0.096% (n = 360,000) | AID 602481; in the data active = inhibition above about 40%; inconclusive = no clear call, values can overlap the other calls
# DUSP3 inh – inhibitors of human VHR1 phosphatase (DUSP3). recombinant VHR phosphatase, pNPP absorbance. inhibition, % at 13.3 µM. actives 0.52% (n = 290,000). AID 1654; in the data active = inhibition above about 50%; also: some compounds called inactive have numbers as strong as hits
# Target sequence (P51452 whole entry, looked up): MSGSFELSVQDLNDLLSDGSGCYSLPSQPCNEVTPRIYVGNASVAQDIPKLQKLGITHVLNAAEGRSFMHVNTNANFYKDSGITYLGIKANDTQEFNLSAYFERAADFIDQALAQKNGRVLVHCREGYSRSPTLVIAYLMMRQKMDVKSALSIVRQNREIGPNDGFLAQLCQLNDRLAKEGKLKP
# BoNT F protease – BoNT F light chain protease inhibition; Multiplex microsphere protease cleavage assay, flow cytometry; inhibition, % at 10 µM; actives 0.22% (n = 360,000); AID 588497; in the data active = inhibition above about 35%, passing the limit was not always enough; inconclusive = no clear call, values can overlap the other calls; also: plate controls were buffer without enzyme for full effect and enzyme alone for no effect
# GDH-TPI inh – counter-screen for M. tuberculosis FBA inhibitors: GDH-TPI coupled enzymes. actives 1.2% (n = 360,000). inhibition, % at 4.8 µM. GDH-TPI coupled enzyme counterscreen, NADH absorbance;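 also: 0% = DMSO wells and 100% = wells lacking the enzyme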
# Mtb UGM inh – Mtb UDP-galactopyranose mutase inhibition; actives 0.06% (n = 320,000); P9WIQ1; AID 504406; inhibition, % at 10 µM; purified UGM, fluorescence polarization probe displacement; in the data active = inhibition above about 10%, passing the limit was not always enough; inconclusive = no clear call, values can overlap the other calls
# Target sequence (P9WIQ1 whole entry, looked up): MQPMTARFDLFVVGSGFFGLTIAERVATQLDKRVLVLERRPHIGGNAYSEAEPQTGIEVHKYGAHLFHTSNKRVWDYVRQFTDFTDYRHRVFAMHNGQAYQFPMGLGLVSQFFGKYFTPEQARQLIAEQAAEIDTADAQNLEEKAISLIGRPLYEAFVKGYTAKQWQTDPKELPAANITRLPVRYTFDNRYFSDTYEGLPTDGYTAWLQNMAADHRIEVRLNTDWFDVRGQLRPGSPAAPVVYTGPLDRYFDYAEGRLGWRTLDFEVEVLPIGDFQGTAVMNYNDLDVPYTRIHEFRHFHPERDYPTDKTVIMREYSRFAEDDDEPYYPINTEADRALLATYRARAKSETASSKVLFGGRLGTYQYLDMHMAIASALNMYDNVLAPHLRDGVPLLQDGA
# MazEF act – MazEF (E. coli) toxin RNase activation. activation, % at 20 µM. P0AE70. FAM/BHQ RNA-DNA oligo cleavage fluorescence, 5 h. actives 0.32% (n = 350,000); in the data active = activation above about 50%
# Target sequence (P0AE70 whole entry, looked up): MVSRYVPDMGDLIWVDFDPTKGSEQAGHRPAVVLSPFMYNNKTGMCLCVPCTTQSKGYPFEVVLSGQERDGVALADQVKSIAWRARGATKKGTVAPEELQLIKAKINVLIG
# Rv3671c protease – inhibits the M. tuberculosis serine protease Rv3671c; P9WHR9; inhibition, % at 5.96 µM; actives 0.048% (n = 320,000); AID 2606; in the data active = inhibition above about 38%;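 also: extracellular domain of Rv3671c used as enzyme; 0% = enzyme with DMSO and 100% = no enzyme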
# Target sequence (P9WHR9 whole entry, looked up, the tested form may be a part): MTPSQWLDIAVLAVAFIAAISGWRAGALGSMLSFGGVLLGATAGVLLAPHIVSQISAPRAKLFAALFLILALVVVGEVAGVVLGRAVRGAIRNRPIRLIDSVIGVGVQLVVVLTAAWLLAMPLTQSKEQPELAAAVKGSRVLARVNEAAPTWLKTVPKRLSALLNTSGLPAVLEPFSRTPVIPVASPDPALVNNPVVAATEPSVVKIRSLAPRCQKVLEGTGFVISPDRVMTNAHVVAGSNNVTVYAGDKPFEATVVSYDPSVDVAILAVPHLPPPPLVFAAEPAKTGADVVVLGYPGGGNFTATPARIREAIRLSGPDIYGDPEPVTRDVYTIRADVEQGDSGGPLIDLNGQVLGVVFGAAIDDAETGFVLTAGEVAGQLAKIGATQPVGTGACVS
# FadD28 binding – inhibitors of Mycobacterium tuberculosis FadD28 bisubstrate binding | FadD28 bisubstrate probe binding, fluorescence polarization | inhibition, % at 12.5 µM | AID 588549 | actives 0.22% (n = 360,000); in the data active = inhibition above about 8.5%, passing the limit was not always enough; inconclusive = no clear call, values can overlap the other calls
# FBA Mtb inh – inhibits M. tuberculosis FBA enzyme. P9WQA3. purified M. tuberculosis FBA, fluorescence read-out. inhibition, % at 1 µM. actives 2.3% (n = 360,000). AID 588726; in the data active = inhibition above about 27%;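 also: 0% = vehicle and 100% = reference inhibitor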
# CCHF vOTU inh – CCHFV vOTU protease inhibition; Pep-AMC fluorescence; inhibition, % at 11.5 µM; actives 0.55% (n = 370,000); also: 0% = vehicle wells with enzyme and 100% = no enzyme wells
# An asterisk follows results filed as active; ? = inconclusive; . = not tested or not shown. Rule as the data show it, unless noted: active = inhibition above about 30%; inactive = the rest.
SMILES,BioA inh,DUSP3 inh,BoNT F protease,GDH-TPI inh,Mtb UGM inh,MazEF act,Rv3671c protease,FadD28 binding,FBA Mtb inh,CCHF vOTU inh
CCOc1ccc2nc(NCCNS(=O)(=O)c3ccccc3)c(C#N)cc2c1,-1.9,7,-2,5,-2.0,-2,-4,0.9,40*,-39
O=C(Nc1ccc(Cl)cc1)N1CCC(c2nc(-c3ccc(F)cc3)no2)CC1,-3.7,-12,-4,4,2.0,23,-12,0.3,-2,2
Cn1nc(N)c2c1N=P(N1CCOCC1)(N1CCOCC1)N=C2c1ccccc1,-2.7,10,-5,9,-2.7,-4,-3,-2.9,-1,10
Nc1c(-c2ccc(F)cc2)cnc2ncnn12,-9.1,41,3,6,1.2,8,0,-0.7,1,-4
Cc1ccc2c3c([nH]c2c1)C(=O)CC(C)(C)S3,-0.8,6,-4,4,0.9,-1,10,-13,16,1
CC(C)NC(=O)C1Cc2c(-c3ccc4c(c3)OCO4)ccnc2O1 (stereo not drawn),3.1,.,-14,4,.,.,.,0.1,52*,6
COc1ccccc1N(C)S(=O)(=O)c1ccc(Cl)c(C(=O)NNC(=O)c2ccccc2O)c1,1.6,10,7,0,3.1,-4,16,-1.4,0,15
CCc1cc(=O)oc2cc(OCC(=O)NC3CC(C)(C)NC(C)(C)C3)ccc12,-0.1,12,-9,13,-1.4,0,2,-3.0,22,1
Cc1csc(NC(=O)/C=C/c2ccc3c(c2)OCO3)n1,.,2,-3,35*,0.3,4,-14,-2.0,-1,0
O=S(=O)(c1ccc(F)c(F)c1F)N1CCN(C(=S)Nc2ccccc2)CC1,.,15,0,-1,0.0,-10,-2,-0.1,1,5
COc1ccc(CC2(c3ccccc3)NC(=O)NC2=O)cc1 (stereo not drawn),1.3,.,1,7,.,2,.,-0.4,2,-7
CCCCNC(=O)CCCCC(=O)N/N=C/c1ccccc1Cl,.,-4,-1,8,-3.4,1,4,-4.3,1,7
CCN1CCN(c2ccc(S(=O)(=O)N3CCCCC3)cc2NC(=O)c2cccc(C)c2[N+](=O)[O-])CC1,.,.,6,-1,1.3,-6,-2,-2.0,-1,5
Oc1ccc2ccccc2c1/C=C/c1ccc2c(Br)cc(Br)c(O)c2n1,.,.,-4,18,.,6,.,-3.0,4,11
CCOC(=O)c1cc(NC(=O)c2cc(C)on2)cc(C(=O)OCC)c1,-2.7,-2,-10,0,-2.7,7,-6,-0.5,5,-15
COc1ccc(CN2CCNC(=O)C2CC(=O)NCCN2CCCCC2=O)c(F)c1 (stereo not drawn),0.2,9,-8,5,1.4,-3,1,-1.9,3,-6
NC(=O)C1CCN(C(=O)C2CCN(C(=O)Nc3ccccc3)CC2)CC1,0.4,.,5,-6,.,2,.,-2.8,-1,4
CC(C)C(=O)N1CCN(c2nc(-c3ccccc3)c3c(c2C#N)CC(C)(C)OC3)CC1,.,15,-4,11,-0.3,5,-2,-2.1,18,-25
C/C(=N\NC(=O)c1ccc(O)cc1O)c1cccnc1,-0.4,27,4,19,0.3,8,.,-2.6,0,3
CC12CCC(CC1O)C2C(=O)O (stereo not drawn),.,.,0,0,.,3,.,-0.5,-1,-15
CCOc1ccc(C(=O)NCC(=O)NCCOc2ccc(C)cc2)cc1,0.5,10,2,-4,-0.5,-7,-5,-0.5,-1,-4
CC(C)NCCCCOc1ccc(Br)cc1Cl,.,8,2,6,1.5,5,1,-0.6,2,19
O=C(NCC1CC1)Nc1ccc(Cl)cc1,-0.7,31,1,-7,3.1,0,-9,-3.4,-1,-10
Cc1ccc2nc(C)cc(C(=O)OCC(=O)Nc3cccnc3Cl)c2c1,.,26,-2,9,-1.0,-3,-8,-1.8,24,-13
NNc1nc2ccc(Cl)cc2s1,.,3,4,5,.,4,1,-2.3,-1,9
CCOc1ccc(NC(=O)CSc2nnc(CCNC(=O)c3ccc(OC)cc3)n2CC)cc1,-0.8,34,14,-4,-2.4,9,-1,-0.9,2,-12
COc1ccc(C(CNC(=O)c2ccc(S(=O)(=O)N3CCCC3)cc2)N2CCOCC2)cc1 (stereo not drawn),-0.9,11,-2,-6,0.2,-8,-9,-3.1,-1,4
CCOC(=O)C1(CCOc2ccccc2)CCN(Cc2ccc(OC)c(O)c2)CC1,-1.3,6,-5,8,-1.1,4,-5,-1.7,0,21
COc1cccc(-c2cc(NC(C)=O)c3ncc(-c4cccc(C(C)=O)c4)n3c2)c1,-0.6,.,-8,2,.,.,.,-7.6,-3,6
Cc1ccc(C2NC(=O)c3c(sc4c3CCN(C)C4)N2)s1 (stereo not drawn),.,19,-121,19,0.2,19,-5,-1.2,45*,-74
CC(=O)Nc1c2c(nn1-c1ccccc1)CS(=O)C2 (stereo not drawn),-3.5,8,-4,-5,-0.2,0,-2,1.0,-1,4
CCOC(=O)C1=CNS(=O)(=O)NC1c1ccccc1 (stereo not drawn),-0.2,.,2,-4,.,-44,.,-4.4,9,-17
COc1ccc(CN2CCN(Cc3ccccc3C(F)(F)F)CC2)c(OC)c1,1.5,17,7,-4,2.7,7,9,-2.9,4,30*
C(=N\Nc1ncnc2sc3c(c12)CCC3)/c1cccs1,-1.5,10,-15,33*,2.4,.,3,0.4,3,5
O=C(Nc1cc(-c2ccccc2)[nH]n1)c1ccccc1F,-0.5,4,.,1,4.5,3,-8,-0.5,1,4
CN(C)CCNC(C(=O)Nc1cc(Cl)cc(Cl)c1)c1ccccc1 (stereo not drawn),.,20,0,-17,-2.8,1,1,-6.1,-1,13
COc1cc(/C=C2\CCCc3c2nc2ccccc2c3C(=O)O)cc(Br)c1O,0.2,17,-4,8,-2.8,6,10,12*,-5,9
O=C(O)c1cc(-c2ccc(/C=N/Nc3ccc([N+](=O)[O-])cn3)o2)ccc1Cl,.,11,3,4,.,-1,.,0.7,-5,-9
CCOC(=O)c1ccc[n+](CC(=O)c2ccc(OC)cc2)c1,6.5,10,-6,4,2.1,7,3,-1.1,3,-13
CN=C1CC(C)(C)CC(=O)/C1=C(/O)CCCN1C(=O)c2ccccc2C1=O,.,33,-4,-1,-0.4,-3,7,-0.1,-3,-16
CC1(C)CC2CC(C)(CN2C(=O)COC(=O)c2ccc(Cl)cc2N)C1 (stereo not drawn),-0.2,10,12,12,-1.1,4,-5,-3.7,11,2
CC(=O)c1ccc(NC(=O)CSc2nc(N)c3cc4c(nc3n2)CCCC4)cc1,.,30,-5,10,0.0,6,-41,-4.3,12,-13
Cc1nc(SCCO)c([N+](=O)[O-])[nH]1,.,16,?,2,3.1,-8,7,-1.7,-2,5
C=CCn1c(SCC(=O)c2ccc(Cl)s2)nc2ccccc2c1=O,1.2,1,-8,3,-2.3,4,1,-1.8,-1,-8
O=C(CN1CCOCC1)Nc1ccc([N+](=O)[O-])cc1Br,.,28,7,5,-1.9,3,-4,-1.2,-2,-15
CCOC(=O)c1ccc(NC(=S)P(=O)(c2ccccc2)c2ccccc2)cc1,.,.,-4,4,.,3,.,-2.4,-3,11
Fc1cccc(Nc2ncnc3sccc23)c1,7.0,3,-20,2,-2.4,2,-6,-2.7,2,-1
CCOC(=O)c1nnn(-c2nonc2N)c1CNC(C)C,3.1,15,1,0,-1.0,2,1,-0.9,-2,-8
Cc1cc(S(=O)(=O)N2CCCCC2)ccc1OCC(=O)N1CCCC1,-1.8,25,6,3,2.4,1,-2,-0.8,4,9
Cc1nnc(SCC(=O)Nc2cc(S(=O)(=O)N3CCCC3)ccc2Cl)n1C1CC1,-1.1,.,-2,-3,3.9,3,3,0.1,2,-1
Cc1ccc(CSC2=NCCN2C(=O)c2ccc(S(=O)(=O)N(C)C)cc2)cc1,.,20,-5,6,-1.3,2,-2,-2.2,-2,7
Cc1ccc(S(=O)(=O)N2C[C@H]3N(C(=O)OC(C)C)N(C(=O)OC(C)C)C[C@H](OC(=O)NCC4CCCCC4)[C@@]3(O)C2)cc1,-3.3,.,-2,0,.,-5,.,-4.3,-2,.
ON=C1CCC2CCCCC2C1 (stereo not drawn),-0.4,.,-5,7,.,-11,.,-2.9,-1,1
Cn1c(NCc2ccccc2F)nc2cc(-c3ccccc3)sc2c1=O,-1.2,.,-6,12,.,.,.,0.9,-4,-7
COc1ccccc1/C=C/CN1CCN(Cc2ccc(F)cc2)C(CCO)C1 (stereo not drawn),-0.2,35,-2,-4,1.6,-3,-4,0.5,2,-2
CCOC(=O)C1=C(C)Nc2ccccc2N=C1NC(=O)c1cc(C)on1,-1.5,.,3,10,-1.7,6,-7,-2.0,1,2
Cc1cccc(N2C(S)=C(C#N)C(=O)NC2c2cccs2)c1 (stereo not drawn),-1.9,0,4,6,1.6,3,4,-4.1,-4,-6
CC(C)C1C(C#N)=C(N)Oc2n[nH]c(C(C)(C)C)c21 (stereo not drawn),0.2,21,4,-2,-0.4,-2,2,-3.0,4,18
COCc1c(C(=O)N/N=C/c2ccco2)nnn1-c1nonc1N,-0.7,20,-2,13,0.1,4,11,-2.4,-1,-2
O=C1C=Cc2ccccc2/C1=C/c1[nH]c(=O)[nH]c1O,-2.0,24,-4,13,2.0,-6,-13,-1.9,19,-8

# Complete entries, looked up by structure. Screens in order: BioA inh | DUSP3 inh | BoNT F protease | GDH-TPI inh | Mtb UGM inh | MazEF act | Rv3671c protease | FadD28 binding | FBA Mtb inh | CCHF vOTU inh
# `Cc1nc(SCCO)c([N+](=O)[O-])[nH]1` as listed: . | 16 | ? | 2 | 3.1 | -8 | 7 | -1.7 | -2 | 5
# `CC1(C)CC2CC(C)(CN2C(=O)COC(=O)c2ccc(Cl)cc2N)C1` (stereo not drawn) as listed: -0.2 | 10 | 12 | 12 | -1.1 | 4 | -5 | -3.7 | 11 | 2
# `CC(=O)c1ccc(NC(=O)CSc2nc(N)c3cc4c(nc3n2)CCCC4)cc1` as listed: . | 30 | -5 | 10 | 0.0 | 6 | -41 | -4.3 | 12 | -13
# `Cc1cc(S(=O)(=O)N2CCCCC2)ccc1OCC(=O)N1CCCC1` as listed: -1.8 | 25 | 6 | 3 | 2.4 | 1 | -2 | -0.8 | 4 | 9
# `CCOC(=O)c1ccc(NC(=S)P(=O)(c2ccccc2)c2ccccc2)cc1` as listed: . | . | -4 | 4 | . | 3 | . | -2.4 | -3 | 11

# Remaining list, next part:
SMILES,BioA inh,DUSP3 inh,BoNT F protease,GDH-TPI inh,Mtb UGM inh,MazEF act,Rv3671c protease,FadD28 binding,FBA Mtb inh,CCHF vOTU inh
O=C(Oc1cccc2cccnc12)c1ccc(Br)o1,-1.5,32,-7,-3,-0.9,11,3,-2.3,1,1
CCOC(=O)N1CCC(N2CCN(S(=O)(=O)c3ccc(NC(C)=O)cc3)CC2)CC1,-0.2,15,-11,5,-0.6,-4,16,-1.4,3,3
COC(=O)c1c(N(S(C)(=O)=O)S(C)(=O)=O)sc2c1CCN(c1ncc(C(F)(F)F)cc1Cl)C2,-0.9,-16,19,14,-1.5,-2,5,?,-9,-1
O=C(NCc1ccccc1)N1CCC(CO)(CCc2ccccc2)CC1,5.4,35,-2,3,1.6,-1,-4,-0.9,1,17
COc1ccc2c(c1)c(CC(=O)Nc1cc(C)ccc1C)c(C)n2C(=O)c1ccc(Cl)cc1,-1.6,1,-4,20,-0.8,-17,-12,0.5,-2,7
Cc1cc(=O)[nH]c(NC(=O)Cc2ccccc2)n1,-1.2,.,-4,5,.,7,.,-1.2,-1,9
CC(C)CC(N=C1NC(C)(C)Cc2ccccc21)C(=O)O (stereo not drawn),.,4,-2,-4,2.1,4,-1,-3.2,3,-17
Cc1nc(=O)c(-c2ccccc2)c(C)n1-c1cccc(/C=C/C(=O)O)c1,.,18,11,0,2.9,7,-3,-1.0,-1,2
N#CC(Br)Br,-1.5,.,2,3,2.0,12,0,-2.1,4,4
CCCS(=O)(=O)NC(=O)C1(C)CCN(C(=O)Cc2ccc(F)cc2)C1 (stereo not drawn),-1.1,.,-5,8,.,.,.,-1.6,-2,-5
NS(=O)(=O)c1cccc(NC(=O)CSc2nnc(-c3ccncc3)n2C2CC2)c1,-3.1,.,5,7,0.6,-4,-15,-1.2,3,0
COc1ccc(Cl)cc1S(=O)(=O)Nc1ccc(Cl)cn1,.,.,-8,2,0.2,4,-3,-0.8,-4,-11
CCOC(=O)c1c(C)[nH]c(C)c1C(=O)COC(=O)c1ccc(OC)c(OC)c1,-0.2,18,-3,9,-1.8,-21,-3,-0.7,1,-4
